# Bioassay records as filed in PubChem.
# MLL CXXC-DNA inh: qHTS Fluorescence Polarization Assay for Inhibitors of MLL CXXC domain - DNA interaction; Histone-lysine N-methyltransferase 2A (Homo sapiens), Q03164; MLL-CXXC / FITC-HOXA9 DNA fluorescence polarization; Potency, µM (top dose mostly 115 µM), inactives show top-dose activity change, negative = inhibition, usual class: inhibitors; 0.037% of 290,000 active; active = well fitted inhibition curve with a large enough effect in the polarisation, with a control signal flat, not every such curve was filed as active; inconclusive = small, poorly fitted or top-dose-only effect, or effect the other way, or a change in a side signal; inactive = no such curve, though single readings can be large or run the other way; the % refers to the polarisation; note: potency is the fitted concentration of half-maximal effect
#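 Fluorescence polarization: 7 uM MLL-CXXC (stock) preincubated 5 min with compounds, then 50 nM fluorescein-HOX-A9 DNA (stock) added; 30 min ambient. Buffer 50 mM Tris-HCl pH 7.5, 50 mM NaCl, 1 mM DTT, 0.05% BSA.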
# BRCA1 expr act: qHTS Assay to Identify Small Molecule Activators of BRCA1 Expression; MCF7-BRCA1-FFLuc reporter, luminescence, 48 h; response scale: scaled: vehicle 0%, 10 µM genistein 100%; Potency, µM (series often up to 46.1 µM), without a hit: at the highest dose activation, usual class: activators; 1.1% of 380,000 active; AID 624202, 2012; note: potency is the fitted concentration of half-maximal effect; nearly all actives have a fitted effect of over 80% in size; some results filed as inactive show a strong effect at the top dose
#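 Activators of BRCA1 expression were detected as increased firefly luciferase luminescence in engineered MCF7 cells after 48 h compound incubation. Signals were scaled to genistein 10 microM as full activation.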
# TSG101-PTAP inh: qHTS Assay for Iinhibitors of HIV-1 Budding by Blocking the Interaction of PTAP/TSG101; Fluorescence polarization, FITC-PTAP peptide / Tsg101 binding; AID 493005, 2010; 340,000 tested, under 10 active; Potency, µM (top dose mostly 115 µM), inactives show top-dose activity change, negative = inhibition, actives largely listed as inhibitors; active = well fitted inhibition curve with a large enough effect in the main read-out, with a control signal flat, not every such curve was filed as active; inconclusive = small, poorly fitted or top-dose-only effect, or effect the other way, or a change in a side signal; inactive = no such curve, though single readings can be large or run the other way; note: potency is the fitted concentration of half-maximal effect; % of control where 0% means no effect
# Target sequence (Q99816 whole entry, looked up): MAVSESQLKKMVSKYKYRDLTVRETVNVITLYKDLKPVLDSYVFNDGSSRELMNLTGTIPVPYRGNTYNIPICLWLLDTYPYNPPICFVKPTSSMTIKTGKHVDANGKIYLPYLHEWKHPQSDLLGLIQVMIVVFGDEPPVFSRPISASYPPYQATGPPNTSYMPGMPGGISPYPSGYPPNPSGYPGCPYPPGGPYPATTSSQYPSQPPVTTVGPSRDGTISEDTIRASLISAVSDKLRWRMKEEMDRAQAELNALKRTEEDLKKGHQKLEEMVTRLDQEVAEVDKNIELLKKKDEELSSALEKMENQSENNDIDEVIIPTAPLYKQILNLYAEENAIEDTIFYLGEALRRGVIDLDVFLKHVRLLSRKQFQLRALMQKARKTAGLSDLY
#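 Steps: Tsg101 binding domain dispensed (10 uM final), compounds pinned in DMSO, FITC-labeled PTAP-motif peptide added (50 nM final); after 20 min binding at room temperature, polarization measured.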
# ELG1 DNA repair: qHTS screen for small molecules that inhibit ELG1-dependent DNA repair in human embryonic kidney (HEK293T) cells expressing luciferase-tagged ELG1; 2.3% of 330,000 active; HEK293T ELG1-luciferase reporter, luminescence, 16 h; DNA damage induced by 5-fluorouridine; Potency, µM (doses to about 46.1 µM), for inactives: top-dose activity change, negative = inhibition, actives largely listed as inhibitors; note: potency is the fitted concentration of half-maximal effect; % is set by controls: 0 for no effect and ±100 for the full control effect; nearly all actives have a fitted effect of over 55% in size
#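 Luminescence from the luciferase reporter, measured 30 min after ONE-Glo reagent at room temperature, was the read-out. Beforehand, 2,000 cells per well were exposed for 16 hr at 37 °C to 5-fluorouridine together with compound or vehicle.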
# TRPV1 ag: HTS Assay for Compounds that Act as Agonists of the Vanilloid Receptor 1 | Transient receptor potential cation channel subfamily V member 1 (Homo sapiens), Q8NER1 | TRPV1-expressing cells, Fluo-8 calcium influx, agonist mode | activation, % at 8.33 µM | 0.19% of 320,000 active; in the data active = activation above about 80%; inconclusive = between about 30% and that limit; note: 0% is about no effect
#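 TRPV1-expressing cells were cultured overnight at 35.5C and loaded with Fluo-8 calcium dye for 40 to 90 min at room temperature. After a 10 s baseline, compound was added and calcium influx was read kinetically for 3 min (ex 480/em 520 nm).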
# p53 reactivation: qHTS assay for re-activators of p53 using a Luc reporter. H1299 p53-A138V BP100-luciferase reporter, luminescence, 24 h. Potency, µM (doses to about 92.2 µM), for inactives: at the top dose activity change, positive = activation, most hits filed as activators. 0.063% of 320,000 active; note: potency is the fitted concentration of half-maximal effect; % of control where 0% means no effect; nearly all actives have a fitted effect of over 45% in size
#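 H1299 (p53-null), stable ts p53-A138V + BP100-Luc; 1000 cells/well, Opti-MEM/10% FBS; cpd 4 pt, 1:5; 24 h, 37 deg C, 5% CO2; detection reagent 10 min RT; luminescence.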
# TCR act: Activators of T cell receptors: qHTS campaign. Potency, µM (titrated, usually from 9.22 µM), for inactives: at the highest dose activation of IL-2 secretion, actives largely listed as activators. 330,000 tested, under 10 active. primary human leukocytes, anti-CD3, IL-2 HTRF, 48 h; note: % of control where 0% means no effect
#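 1) Mix primary human leukocytes, a-CD3 beads and compound. 2) Incubate 48 hr. 3) Add HTRF IL-2 reagents (a-IL-2-K, a-IL-2-d2).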
# A-T KAP1 phos: qHTS Assay for Identifying a Potential Treatment of Ataxia-Telangiectasia; […] A-T fibroblasts, KAP-1 phosphorylation AlphaLISA; neocarzinostatin DNA damage 30 min before lysis; Potency, µM (titrated, usually from 57.5 µM), for the others: at the top dose activation, usual class: activators; 0.19% of 320,000 active; AID 485349, 2010; note: potency is the fitted concentration of half-maximal effect; % of control where 0% means no effect; nearly all actives have a fitted effect of over 45% in size
#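 hTERT-immortalized A-T patient fibroblasts ([…]), 500 cells/well in OPTI-MEM, 1% FBS, got compounds for 60 min, then NCS for 30 min at 37C. Lysates were then assayed for phospho-KAP-1 by AlphaLISA (anti-pKAP1 donor, anti-KAP1 acceptor beads), 6 hr at 25C.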
# Integrin act MD: qHTS for Activators of Integrin-Mediated Alleviation for Muscular Dystrophy | alpha7betagal myoblasts, beta-gal FDG fluorescence, 48 h | 0.064% of 350,000 active | Potency, µM (series often up to 38.3 µM), for inactives: at the top dose activation, usual class: activators;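 note: potency is the fitted concentration of half-maximal effect; 100% = response of the positive control SU9516; nearly all actives have a fitted effect of over 60% in size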
#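 alpha7betagal+/- myoblasts (passage 13, 250/well) treated 48 h at 37C with compounds at 1:260 dilution of DMSO stock. Lysed, then beta-galactosidase activity read as FDG fluorescence (ex 480/em 540) after 30 min, with pre-read for autofluorescence.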
# B2AR arrestin: qHTS assay of beta-arrestin-biased ligands of beta2-adrenergic receptor. Beta-2 adrenergic receptor (Homo sapiens), P07550. beta-arrestin recruitment to beta2AR, cell-based reporter. Potency, µM (top dose mostly 46.1 µM), for inactives: top-dose activation, actives largely listed as activators. 0.02% of 330,000 active. AID 492947, 2010;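 note: potency is the fitted concentration of half-maximal effect; 0% = DMSO controls and full agonism = EC100 isoproterenol or metaproterenol; nearly all actives have a fitted effect of over 65% in size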
# Target sequence (P07550 whole entry, looked up): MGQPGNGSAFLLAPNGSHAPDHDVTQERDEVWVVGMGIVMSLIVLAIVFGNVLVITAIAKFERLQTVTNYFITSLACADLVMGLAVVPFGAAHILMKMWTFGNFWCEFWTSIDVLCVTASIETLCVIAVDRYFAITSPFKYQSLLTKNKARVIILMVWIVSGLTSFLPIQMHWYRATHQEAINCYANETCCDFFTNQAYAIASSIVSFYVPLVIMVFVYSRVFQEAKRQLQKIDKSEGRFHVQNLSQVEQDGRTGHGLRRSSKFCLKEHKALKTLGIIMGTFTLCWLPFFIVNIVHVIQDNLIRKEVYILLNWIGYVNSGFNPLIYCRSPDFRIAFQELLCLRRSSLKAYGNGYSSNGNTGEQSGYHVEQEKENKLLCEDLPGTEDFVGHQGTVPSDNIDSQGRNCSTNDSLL
# The depositor's hits bear a star; ? = inconclusive; nt = no result given; & = joins results of further samples; [ ] = remark or other dose. Unless noted, calls come from the whole dose curve; as a rule, active = well fitted curve in the direction sought with a large enough effect; inconclusive = small, poorly fitted or top-dose-only effect, or another doubt; inactive = no such curve, though single readings can be large; an effect the other way counts as inactive or inconclusive.
SMILES,MLL CXXC-DNA inh,BRCA1 expr act,TSG101-PTAP inh,ELG1 DNA repair,TRPV1 ag,p53 reactivation,TCR act,A-T KAP1 phos,Integrin act MD,B2AR arrestin
CC(C(=O)NCc1cccc(Cl)c1)N1C(=O)c2ccccc2C1=O (stereo unspecified),3%,-8%,-8%,2%,13,0%,-2%,14%,1%,0.1%
O=C(CSc1nnc2sc3ccccc3n12)c1ccco1,1%,13µM*,-1%,?,-1,19%,nt,-4%,-22%,-0.9%
COC(c1ccccc1)c1nnc(CCC(=O)NC2CCCCC2)o1 (stereo unspecified),-3%,7%,1%,9%,3,3%,-11%,5%,5%,0.3%
CCC1(CC)NC(=O)N(CC(=O)OCC(=O)Nc2ccc(F)c(F)c2F)C1=O,7%,-18%,-8%,18%,2,7%,-1%,-3%,3%,-0.1%
Cc1ccc(NC(=O)c2cc(-c3cc(Cl)ccc3O)n[nH]2)cc1C,-15%,10%,1%,?,-1,-4%,-4%,-13%,1%,0.3%
CCN(CC)S(=O)(=O)c1cccc(NC(=O)CNC2CCCCCC2)c1,-8%,-8%,-6%,-1%,6,-2%,-2%,12%,-43%,0.0%
COc1ccc2c(Cl)c(-c3nnc(SCC(=O)c4ccccc4)n3C)sc2c1,5%,-54%,3%,?,1,-1%,2%,?,-42%,-0.4%
C[C@H](NC(=O)N1CCn2c1nc1ccccc12)C(=O)NCc1ccc(F)cc1,18%,2%,-1%,-1%,-2,1%,5%,-6%,-18%,0.2%
COc1ccc(Cc2nnc(NC(=O)CSc3ccccc3)s2)cc1,-8%,-4%,-2%,-1%,1,6%,3%,-1%,-8%,-0.2%
NC(=O)Cn1ccc(O)c(Cc2ccc(Cl)cc2Cl)c1=O,?,-1%,-5%,2%,1,-2%,10%,-3%,-4%,-0.7%
Cc1ccc(C)c(NC(=O)COc2coc(CN3CCc4ccccc43)cc2=O)c1,nt,-61%,1%,?,6,-11%,5%,2%,10%,0.1%
CCOc1cc(/C=N/NC(=O)c2ccccn2)ccc1OC(=O)c1cccs1,-4%,24%,-1%,13%,10,22%,-6%,0%,1%,-1.1%
CSc1nc(-c2ccccc2)nc(C(C)C)n1,nt,-10%,-1%,?,-1,1%,-1%,7%,4%,-0.1%
Cc1cccc(Nc2nnc(SCC(=O)NC(=O)Nc3ccc4c(c3)OCCO4)s2)c1,-1%,-31%,-1%,?,-4,13%,2%[46.1 µM],-6%,24%,-2.0%
Cc1nnc2sc(-c3ccncc3)nn12,3%,2%,-7%,2%,3,4%,0%,0%,3%,-0.6%
Brc1cc2c(cc1CN1CCc3ccccc3C1)OCO2,-5%,-4%,-1%,-4%,3,7%,-1%,3%,-29%,0.5%
CN(C)S(=O)(=O)c1ccc(NC(=O)c2c(F)cccc2Cl)cc1,1%,3%,-4%,-4%,21,-2%,5%,0%,-10%,-1.0%
CCCC(C)C(=O)Nc1nnc(CCc2ccccc2)s1 (stereo unspecified),-4%,19%,-2%,-1%,10,nt,-9%,-4%,?,-0.7%
Cc1ncc(CO)c(/C=N/NC(=S)Nc2cccc(Cl)c2)c1O,18%,-43%,3%,?,2,3%,2%,-2%,0%,-0.3%
CCOc1ccccc1NC(=O)COC(=O)c1ccc2ccccc2n1,nt,-7%,-10%,5%,9,3%,-7%,4%,0%,0.0%
Cc1nc2sccn2c(=O)c1CCN1CCC(=C(c2ccc(F)cc2)c2ccc(F)cc2)CC1,-6%&-6%,-33%,-4%,-10%,-3,-2%,-2%,-2%,nt,nt
Cc1cn([C@@H](CCCCNC(=O)OC(C)(C)C)C(=O)NCCCCCCCCCCC(=O)N2CCN(C(=O)OC(C)(C)C)CC2)nn1,nt,-47%,-4%,?,?,-12%,-6%,-1%,-45%[inhibitor],0.0%
COc1ccc(S(=O)(=O)N2CC(C(=O)O)Oc3ccc(Cl)cc32)cc1 (stereo unspecified),13%,-3%,-2%,0%,-4,-3%,-22%,-14%,?,0.0%
Cc1ccc(CN2CCNC(=O)C2CC(=O)NC2CCCCCC2)cc1 (stereo unspecified),5%,3%,-1%,-1%,5,5%,1%,8%,-37%,-0.4%
O=C(NN1CCOCC1)c1ccccc1F,4%,5%,-12%,18%,2,11%,-3%,0%,-13%,0.0%

# Carrying on.
SMILES,MLL CXXC-DNA inh,BRCA1 expr act,TSG101-PTAP inh,ELG1 DNA repair,TRPV1 ag,p53 reactivation,TCR act,A-T KAP1 phos,Integrin act MD,B2AR arrestin
CCOc1cc(/C=C2\C(=N)N3N=C(C)SC3=NC2=O)ccc1OCCOc1ccccc1,?,19%,-2%,-1%,-4,nt,-54%,7%,19%,3.3%
N=c1c2c3c(sc2ncn1Cc1ccco1)CCCCC3,2%,-4%,-1%,?,-6,26%,-3%[46.1 µM],-9%,-5%,4.6%
CN1CCOCCOCCOCCN(C)C1=S,-12%,-12%,1%,12%,-2,0%,6%,5%[11.5 µM],-126%[inhibitor],0.5%
CCCC(=O)Nc1cc(C(=O)N(C)CC(OC)OC)ccc1S(=O)(=O)c1ccc(C)cc1,7%,5%,-8%,1%,-1,3%,-2%,-23%,18%,-0.4%
COc1ccc(-n2c(C)cc(C(=O)COC(=O)c3cc(NC(=O)c4cccs4)c(OC)c(OC)c3)c2C)cc1,11%,-16%,-3%,-17%,-5,-12%,0%[46.1 µM],-3%,5%,-0.3%
Cc1cc(C(=O)OCC(=O)c2ccc3c(c2)OCCO3)c(C)o1,7%,8%,-2%,?,8,?,1%,5%,-6%,8.1%
Cc1cc(C)n2nc(C(=O)N/N=C/c3cccs3)nc2n1,-7%,21%,-2%,15%,2,0%,-1%,0%,22%,-0.5%
Cc1cccc(-n2c(SCC(=O)Nc3ncc(Cl)cc3Cl)nc3ccccc32)c1,4%,-39%,-3%,15%,13,-4%,-8%[46.1 µM],6%,9%,0.2%
NCCCCCc1cn([C@@H](CCC(=O)O)C(=O)NCCCCCCCCCCC(=O)N2CCNCC2)nn1,nt,-16%,0%,16%,0,0%,-7%,6%,14%,0.0%
CCCCCCCCCCCCCCCC[n+]1ccc(C(N)=O)cc1,4%,-77%,-1%,5%,-6,-4%,-3%[46.1 µM],-1%,-55%[inhibitor],-0.5%
CCN(CC)S(=O)(=O)c1ccc(OC)c(NC(=O)c2ccc([N+](=O)[O-])cc2)c1,-4%,6%,-4%,-3%,10,-2%,6%,3%,10%,0.1%
CC1=C(C)/C(=N\OC(=O)/C=C/c2ccccc2)C=CC1=O,19%,-11%,-6%,14%,2,16%,2%,-3%,-39%,-0.4%
O=C(CSc1ncccn1)NCC1CCCO1 (stereo unspecified),nt,-11%,-4%,nt,nt,nt,1%,nt,-2%,nt
Cc1ccc(NC(=O)C2=CCN(S(=O)(=O)c3ccc(F)cc3)CC2)cc1,9%,-6%,2%,?,?,14%,3%,9%,5%,0.6%
Cc1cc(C)nc(SCc2ccc(C(=O)N/N=C3\CC(C)CC(C)(C)C3)cc2)n1 (stereo unspecified),3%,-1%,-1%,?,-1,-4%,6%[46.1 µM],-4%,0%,-0.5%
COc1cccc(-n2c(SCC(=O)NC3CCS(=O)(=O)C3)nc3ccccc3c2=O)c1 (stereo unspecified),nt,2%,0%,7%,-1,-11%,64%,-4%,0%,0.3%
CC1CCCC(C)N1C(=O)Cn1c(=O)sc2ccccc21 (stereo unspecified),-4%,2%,-8%,-2%,nt,-6%,-2%,10%,5%,-0.8%
CCC(NS(=O)(=O)c1ccc(C)cc1)C(=O)N1CCN(c2ccccn2)CC1 (stereo unspecified),-1%,2%,-2%,3%,nt,-2%,-2%,9%,-15%,-0.6%
CC1=C(C(=O)Nc2ccc(C)cc2)C(c2ccc(C)o2)C2=C(CC(C)(C)CC2=O)N1 (stereo unspecified),8%,-39%,0%,-9%,-1,-5%,3%,4%,-8%,-0.4%

# Profiles, quoted from the list. Order of values: MLL CXXC-DNA inh | BRCA1 expr act | TSG101-PTAP inh | ELG1 DNA repair | TRPV1 ag | p53 reactivation | TCR act | A-T KAP1 phos | Integrin act MD | B2AR arrestin
# CCCC(=O)Nc1cc(C(=O)N(C)CC(OC)OC)ccc1S(=O)(=O)c1ccc(C)cc1 in the list: 7% | 5% | -8% | 1% | -1 | 3% | -2% | -23% | 18% | -0.4%
# CCC(NS(=O)(=O)c1ccc(C)cc1)C(=O)N1CCN(c2ccccn2)CC1 (stereo unspecified) in the list: -1% | 2% | -2% | 3% | nt | -2% | -2% | 9% | -15% | -0.6%
